IDE cell activ: IDE (human) activation, cell-based; HEK cells, FAbeta-B cleavage, fluorescence polarization; 0% vehicle, 100% cell-free pure enzyme wells; activation, % at 5.96 µM; hit rate 0.073% among 340,000; AID 493087;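 active = activation above the mean of all tested compounds plus 3 SD, set per screening campaign, cut at about 17% in these data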
Target sequence (P14735 whole entry, looked up): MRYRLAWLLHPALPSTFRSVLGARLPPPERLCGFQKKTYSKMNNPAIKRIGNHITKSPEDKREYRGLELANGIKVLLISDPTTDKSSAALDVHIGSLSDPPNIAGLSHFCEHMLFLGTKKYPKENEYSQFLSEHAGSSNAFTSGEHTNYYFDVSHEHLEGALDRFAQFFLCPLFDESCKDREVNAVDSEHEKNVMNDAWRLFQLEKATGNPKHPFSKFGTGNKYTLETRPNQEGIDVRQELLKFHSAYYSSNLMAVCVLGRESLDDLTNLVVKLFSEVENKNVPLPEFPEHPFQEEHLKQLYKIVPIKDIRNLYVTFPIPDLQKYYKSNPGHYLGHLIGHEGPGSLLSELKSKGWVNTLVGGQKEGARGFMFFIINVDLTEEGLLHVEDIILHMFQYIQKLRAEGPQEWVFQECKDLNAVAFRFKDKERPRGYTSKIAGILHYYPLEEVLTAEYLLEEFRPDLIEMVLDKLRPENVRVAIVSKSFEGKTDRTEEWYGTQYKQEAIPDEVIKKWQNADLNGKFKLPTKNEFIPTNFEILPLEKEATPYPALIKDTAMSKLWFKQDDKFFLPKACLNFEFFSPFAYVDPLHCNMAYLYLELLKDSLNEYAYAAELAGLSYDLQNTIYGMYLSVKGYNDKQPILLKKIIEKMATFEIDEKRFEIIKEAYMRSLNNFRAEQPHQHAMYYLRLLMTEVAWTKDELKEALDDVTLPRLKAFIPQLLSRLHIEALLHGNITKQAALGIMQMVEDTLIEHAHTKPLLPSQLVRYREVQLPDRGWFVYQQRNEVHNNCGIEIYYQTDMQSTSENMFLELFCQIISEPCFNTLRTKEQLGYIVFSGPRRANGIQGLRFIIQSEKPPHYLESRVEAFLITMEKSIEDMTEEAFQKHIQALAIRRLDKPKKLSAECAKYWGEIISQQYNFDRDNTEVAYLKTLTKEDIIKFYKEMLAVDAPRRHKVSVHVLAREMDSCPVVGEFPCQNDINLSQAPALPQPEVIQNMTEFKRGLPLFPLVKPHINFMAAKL
VIM-2 inhibitor: inhibitors of Pseudomonas aeruginosa VIM-2 metallo-beta-lactamase. purified VIM-2, nitrocefin hydrolysis, epi-absorbance fluorescence. inhibition, % at 5.6 µM. hit rate 0.89% among 290,000. AID 1527;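 active = inhibition above the mean of all tested compounds plus 3 SD, cutoff set per screening run, cut at about 7.5% in these data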;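 note: red hydrolysis product quenches plate fluorescence so inhibitors raise well fluorescence; 0% = enzyme with DMSO and 100% = DMSO without enzyme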
IDE cell inh: inhibits human insulin-degrading enzyme in HEK cells; hit rate 0.41% among 320,000; inhibition, % at 5.59 µM; FAbetaB cleavage, fluorescence polarization; P14735;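 active = percent inhibition above the average of all tested compounds plus 3 SD, set per screening campaign, cut at about 16% in these data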;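 note: IDE supplied by intact live HEK cells; FP after avidin binding of uncleaved biotin substrate so inhibition keeps polarization high; 0% = DMSO wells and 100% = 60 µM reference IDE inhibitor Ii1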
pCIP destab: compounds decreasing mouse p/CIP protein stability | hit rate 0.01% among 290,000 | Q05BA5 | decrease of EGFP signal, % at 10 µM | F442A p/CIP-EGFP cells, EGFP fluorescence, 16 h;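 active = EGFP signal decrease of at least 30% at 10 µM or well 3 SD below plate mean, unless failing retest; inactive = the rest, including hits failing retest or dose response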; note: some compounds called inactive have numbers as strong as hits; many of its hits are not listed in these tables
M18AAP inhibitor: PfM18AAP enzyme inhibition | recombinant PfM18AAP, H-Glu-NHMec fluorogenic cleavage | inhibition, % at 7.35 µM | hit rate 1.2% among 290,000 | AID 1822;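 active = inhibition above the campaign mean inhibition over all tested compounds plus 3 SD, cut at about 28% in these data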;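 note: 0% = plate median of test compound wells and 100% = 2 mM ZnCl2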
NALP1 yeast inh: inhibitors of NALP1 inflammasome in yeast; inhibition, % at 10 µM; hit rate 0.61% among 280,000; AID 2071; S. cerevisiae NALP1/ASC/caspase-1 growth, X-gal OD620, 72 h; in the data active = inhibition mostly above about 24%, no sharp cut-off; inactive = mostly below about 32%; note: some compounds called inactive have numbers as strong as hits
PHOSPHO1 inh: inhibitors of human PHOSPHO1 phosphatase; Q8TCT1; recombinant PHOSPHO1, absorbance phosphatase assay; inhibition, % at 13.3 µM; hit rate 1.1% among 290,000; AID 1565; in the data active = inhibition above about 60%
GPR7 antag: blocks human GPR7 receptor signaling; P48145; inhibition, % at 4.4 µM; AID 1861; GPR7-expressing cells, fluorescence antagonist assay; hit rate 1.1% among 290,000; in the data active = inhibition above about 16%, passing the limit was not always enough;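 note: cells stimulated with the agonist NPW; 0% = agonist with vehicle and 100% = vehicle without agonist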
IMP-1 inh: inhibitors of Pseudomonas aeruginosa IMP-1 metallo-beta-lactamase; purified IMP-1, nitrocefin hydrolysis, epi-absorbance fluorescence; inhibition, % at 5.6 µM; hit rate 0.45% among 290,000; AID 1556;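 active = inhibition above the mean plus 3 SD of all compounds in the same screening run, cut at about 4.5% in these data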;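 note: 0% = IMP-1 with DMSO and 100% = DMSO wells lacking enzyme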
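System: purified IMP-1; amount: IMP-1 0.2 nM before substrate addition; compound: single dose, 5.6 µM; times: 25 °C, 15 min preincubation, 25 min reaction; signal: Epi-absorbance via hydrolysed-nitrocefin quenching of white-plate fluorescence, 480/530 nm, EDTA stop; benchmarks: DMSO with and without IMP-1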
* = called active by the depositor; . = no result given.

no.	SMILES	IDE cell activ	VIM-2 inhibitor	IDE cell inh	pCIP destab	M18AAP inhibitor
1	Cc1ccc(N(C(=O)Cc2cccs2)C(C(=O)NC2CCCC2)c2ccncc2)cc1 (configuration not stated)	7	-4.6	-4	-18	-10
2	c1ccc(Cn2cnc3ccccc32)cc1	1	-0.2	-3	3	-2
3	O=C(Cc1c[nH]c2ccccc12)OCCOC(=O)Cc1c[nH]c2ccccc12	1	4.0	-1	-10	-5
4	Cc1cc(C)n2nc(C(=O)N/N=C/c3cccs3)nc2n1	-3	-3.8	-2	0	3
5	Cc1ccc(N2C(=S)NC3c4cc(Cl)ccc4OC2(C)C3C(=O)N(C)C)cc1 (configuration not stated)	6	-2.1	-2	9	-6
6	CCC1CCCN1Cn1cnc2c([nH]c3ccc(C)cc32)c1=O (configuration not stated)	-5	-0.3	-4	0	1
7	CCN(CC)S(=O)(=O)c1ccc(C(=O)OCC(=O)N2CCN(C(=O)c3ccco3)CC2)cc1	3	-1.9	-1	-13	-2
8	O=C1c2ccccc2C(O)(c2ccccc2)N1c1ccncc1 (configuration not stated)	3	-2.6	-8	5	-2
9	CC1(C)C(=O)Nc2ccccc2N1C(=O)COC(=O)C12CC3CC(CC(O)(C3)C1)C2	5	-0.4	-4	5	-6
10	COc1ccc(Nc2nc(N)c([N+](=O)[O-])c(N3CCCC3)n2)cc1	-1	1.4	1	-2	3
11	CCOC(=O)CSc1nc2cc3c(cc2cc1C)OCO3	-2	0.1	2	-10	-1
12	CC(=O)C1=C(C)Nc2ncnn2C1c1ccccc1 (configuration not stated)	5	-0.2	.	9	11

no.	NALP1 yeast inh	PHOSPHO1 inh	GPR7 antag	IMP-1 inh
1	-1	25	5	-2.9
2	6	-29	10	-1.2
3	3	10	-2	-2.0
4	20	18	-5	-0.9
5	-1	-1	5	-1.4
6	18	5	-2	-2.4
7	21	-7	-1	-2.3
8	13	15	-10	-2.0
9	1	22	-7	-1.1
10	10	18	-11	-1.8
11	-10	37	-2	-2.4
12	17	-38	-20	-0.8

Part of the list above, with the structure last.
no.	IDE cell activ	VIM-2 inhibitor	IDE cell inh	pCIP destab	M18AAP inhibitor	NALP1 yeast inh	PHOSPHO1 inh	GPR7 antag	IMP-1 inh	compound
4	-3	-3.8	-2	0	3	20	18	-5	-0.9	Cc1cc(C)n2nc(C(=O)N/N=C/c3cccs3)nc2n1
5	6	-2.1	-2	9	-6	-1	-1	5	-1.4	Cc1ccc(N2C(=S)NC3c4cc(Cl)ccc4OC2(C)C3C(=O)N(C)C)cc1 (configuration not stated)
6	-5	-0.3	-4	0	1	18	5	-2	-2.4	CCC1CCCN1Cn1cnc2c([nH]c3ccc(C)cc32)c1=O (configuration not stated)
7	3	-1.9	-1	-13	-2	21	-7	-1	-2.3	CCN(CC)S(=O)(=O)c1ccc(C(=O)OCC(=O)N2CCN(C(=O)c3ccco3)CC2)cc1
8	3	-2.6	-8	5	-2	13	15	-10	-2.0	O=C1c2ccccc2C(O)(c2ccccc2)N1c1ccncc1 (configuration not stated)

The list goes on:
no.	SMILES	IDE cell activ	VIM-2 inhibitor	IDE cell inh	pCIP destab	M18AAP inhibitor
13	N#CC1=C(N)N(c2ccccc2)C(c2ccco2)C1(C#N)C#N (configuration not stated)	0	-2.8	-1	4	4
14	CCCC(=O)Nc1c2c(nn1-c1ccc(C)cc1C)CSC2	4	-0.3	-4	-5	-6
15	CC1CCCN(C(=O)CCS(=O)(=O)Cc2ccccc2)C1 (configuration not stated)	8	-2.9	5	-5	2
16	COc1ccc(S(=O)(=O)N2CCC(C(=O)NCCC(=O)NCc3ccncc3)CC2)cc1	3	-1.9	-1	-4	-2
17	CCC1NC(=S)NC(C)=C1C(=O)c1ccccc1 (configuration not stated)	-7	-3.0	9	-7	-7
18	COc1ccc(N2CCN(c3nc4c(c(=O)n(C)c(=O)n4C)n3Cc3ccccc3)CC2)cc1	-3	-1.2	20*	-15	6
19	COc1ccc(C(=O)Nc2ccc(-c3ccc(C)o3)cc2)cc1S(=O)(=O)N1CCOCC1	-2	-2.3	16	-3	-9
20	Cc1ccc2c(CN3CC(C)CC(C)C3)cc(=O)oc2c1 (configuration not stated)	-3	-1.7	2	-15	8
21	CC(C)CC(OC(=O)c1cccs1)C(=O)NCc1cccs1 (configuration not stated)	3	-2.7	0	-9	6
22	CC1CCCC(C)N1/N=C/c1ccc(O)c(O)c1 (configuration not stated)	-2	-3.5	-1	-4	64*
23	COC(=O)CSc1nc(C)cc(C)n1	8	-4.1	3	-4	-10
24	O=C1CC(NCc2ccc(F)cc2)C(=O)N1c1ccccc1 (configuration not stated)	5	-2.8	9	-3	1

no.	NALP1 yeast inh	PHOSPHO1 inh	GPR7 antag	IMP-1 inh
13	-8	28	-5	-2.4
14	4	72*	-4	-0.6
15	10	8	-6	-5.0
16	15	18	0	-1.1
17	11	-8	-2	-2.8
18	6	-75	-3	-2.7
19	-14	15	-9	-4.9
20	7	44	2	-2.2
21	6	-16	-2	-3.8
22	-4	54	2	-3.5
23	-13	15	-10	-3.7
24	-11	21	-12	-2.8

Additional entries:
no.	SMILES	IDE cell activ	VIM-2 inhibitor	IDE cell inh	pCIP destab	M18AAP inhibitor
25	CSc1ccc(CNc2ccc(C)cc2)cc1	2	-0.2	-1	-1	5
26	COc1cc2c(cc1OC)CN(C(=O)C1CCCN1S(=O)(=O)c1ccc(C)cc1)CC2 (configuration not stated)	2	-2.8	4	-7	3
27	O=C(Nc1sc2c(c1C(=O)O)CCC2)C(=O)N1CCOCC1	-4	-2.2	1	3	18
28	Clc1ccc(-n2cccc2/C=N/n2cnnc2)cc1	-1	-4.2	-3	2	41*
29	CCCCc1ccc(NC(=S)N2CCN(c3ccccn3)CC2)cc1	2	-1.3	4	-18	4
30	O=C(Nc1c[nH]c(=O)[nH]c1=O)c1cccc(F)c1	2	-3.4	-4	-9	-5
31	CC(=O)c1c(N2CCOCC2)nc(=S)n(Cc2ccccc2)c1C	-1	-1.4	3	-9	-4
32	Cc1cc(C)n(C(=O)C(C)n2nc([N+](=O)[O-])c(Br)c2C)n1 (configuration not stated)	5	-4.5	1	8	-27
33	CCN1C(=O)C(CC(=O)Nc2ccc(F)cc2)N(CCc2ccc(OC)cc2)C1=S (configuration not stated)	10	-2.1	-2	-14	-2
34	COc1ccccc1OCCSc1nnc(C)n1-c1ccccc1	5	-3.0	5	8	-9
35	CCOC(=O)N1CCN(C(=O)c2cnn3c(C)c(Cc4ccc(C)cc4)c(C)nc23)CC1	2	-2.7	0	-2	-5
36	O=C(CCC(=O)N(CC(=O)NC1CCCC1)Cc1ccccc1Cl)Nc1nccs1	2	-0.5	1	-12	-16

no.	NALP1 yeast inh	PHOSPHO1 inh	GPR7 antag	IMP-1 inh
25	5	2	-11	-1.9
26	22	23	0	-5.3
27	3	37	4	0.3
28	2	5	-11	-0.8
29	-2	30	-20	-4.4
30	3	38	-14	-2.5
31	.	36	-1	-3.3
32	8	6	-3	-2.1
33	-10	-3	8	-1.0
34	-5	9	-10	-6.6
35	-24	2	-4	-4.1
36	19	6	-5	0.4

(continued)
no.	SMILES	IDE cell activ	VIM-2 inhibitor	IDE cell inh	pCIP destab	M18AAP inhibitor
37	CCOc1cc(CNc2ccc3c(c2)CCC3)ccc1OC	.	-0.9	10	-10	-1
38	Cc1[nH]oc(=O)c1N=Nc1c(Cl)cccc1Cl	2	-0.6	-1	5	-1
39	CCOC(=O)c1c(N)nn(C(=O)C(C)C)c1-c1ccc(OC)cc1	8	-0.4	0	-6	1
40	Cc1cccc(C(=O)N/N=C/c2ccoc2)c1	3	-2.5	-3	0	-1
41	CC(=O)Nc1cnc2ccccc2n1	-1	-2.0	-1	5	-13
42	COc1ccc(N=Cc2c(O)ccc3ccccc23)cc1	3	-2.0	3	-5	2
43	CC1=C(C(=O)NCc2ccccc2)C(c2cccnc2)n2ncnc2N1 (configuration not stated)	-2	0.4	-5	-3	3
44	COc1ccccc1-n1c(SCC(=O)N2CCCC2)nc2cccnc21	-2	-2.4	8	-6	-1
45	Cc1c(Cc2ccccc2)sc(NC(=O)Cc2ccccc2)c1C(N)=O	1	-0.2	3	.	6
46	O=C(N/C(=C/c1ccccc1Cl)C(=O)N1CCCCC1)c1ccco1	4	-1.4	-3	-16	-2
47	CNCc1c(OCc2ccccc2F)ccc2ccccc12	-10	-2.1	-4	5	5
48	CCOc1ccc(CCNC(=O)Nc2ccccc2)cc1OCC	1	-2.1	-3	-5	-7

no.	NALP1 yeast inh	PHOSPHO1 inh	GPR7 antag	IMP-1 inh
37	6	10	0	-2.3
38	38	7	-8	-0.2
39	6	24	-10	-1.0
40	7	24	-7	-0.7
41	-5	10	-13	-0.5
42	-18	33	5	0.0
43	0	9	0	-0.5
44	15	13	2	-1.1
45	.	.	3	-0.9
46	6	30	2	-2.5
47	12	15	21	-1.1
48	3	23	12	-2.5

Continued.
no.	SMILES	IDE cell activ	VIM-2 inhibitor	IDE cell inh	pCIP destab	M18AAP inhibitor
49	N#Cc1nc(-c2ccccc2Cl)oc1N1CCN(C(=O)c2ccco2)CC1	6	-2.2	0	-3	7
50	COc1ccc(CNc2nc3nc(-c4ccccc4)cc(=O)n3[nH]2)cc1OC	7	-1.7	3	-7	11
51	O=C(c1cc(COc2cccc3cnccc23)on1)N1CCC(c2ccccc2Cl)C1 (configuration not stated)	4	-3.2	2	-17	0
52	CCOC(=O)CN=C/C(C(=O)Nc1nccs1)=C(/C)O	-9	-1.3	0	-1	-2
53	O=C(O)c1ccc(Cl)c(S(=O)(=O)Nc2cccc(C(=O)Nc3cccc(C(F)(F)F)c3)c2)c1	3	-0.8	1	-1	2
54	CCS(=O)(=O)Nc1ccc2c(c1)N(C(C)=O)c1ccccc1CC2	-3	-6.8	-2	-2	-2
55	Cc1nnc(N/N=C/c2ccc(O)c([N+](=O)[O-])c2)[nH]c1=O	-2	-2.9	5	2	4
56	COc1cccc(/C=C/C(=O)Nc2ccc3nc4n(c(=O)c3c2)CCCC4)c1OC	-2	-3.5	9	7	-2
57	CCOC(=O)c1sc(NC(=O)CSc2nc(-c3ccco3)cc(C(F)(F)F)n2)c(C#N)c1C	0	3.4	0	-11	6
58	FC(F)(F)c1nnc(-c2ccccc2)nc1Sc1ccccc1	3	1.5	-2	-10	12
59	CCOCCCNCc1ccc(OC)cc1	3	-0.6	4	-2	22
60	O=S(=O)(c1ccc(Cl)cc1)N1CCN(Cc2ccncc2)CC1	3	-0.3	1	-10	-9
61	COc1ccc(OCc2cc(C(=O)N3CCN(C4CCCC4)CC3)no2)c(Cl)c1	-15	-0.2	8	-11	4
62	COc1ccc(NC(=O)CN(c2ccc(C)cc2)S(C)(=O)=O)c(OC)c1	3	0.8	6	-13	0

no.	NALP1 yeast inh	PHOSPHO1 inh	GPR7 antag	IMP-1 inh
49	1	38	-16	-2.2
50	.	1	-8	-3.3
51	16	53	-7	-4.1
52	-27	51	5	-3.3
53	13	-1	9	0.4
54	28*	10	-5	-2.4
55	6	-43	-7	-5.5
56	19	5	-10	-3.5
57	7	21	-12	-1.5
58	17	44	19	1.4
59	3	8	-3	-2.4
60	26	-2	3	-2.7
61	10	-39	-5	-1.7
62	16	-20	24	-2.5

Source: PubChem

Rows were taken by chance. About 5.3% of those tested had a hit in this group.
